# High-throughput results (PubChem)
# 12-LOX inh: Primary qHTS assay for inhibitors of human arachidonate 12S-lipoxygenase (ALOX12): Round 2. Polyunsaturated fatty acid lipoxygenase ALOX12 (Homo sapiens), P18054. purified 12hLO, xylenol orange hydroperoxide absorbance. Potency, µM (highest dose often 108 µM), inactives show top-dose activity change, negative = inhibition, usual class: inhibitors. hit rate 1.1% among 580,000. AID 1671190, 2021; active = well fitted inhibition curve with a large enough effect; inconclusive = small, poorly fitted or top-dose-only effect, or another doubt; inactive = no such curve, though single readings can be large or run the other way
# Target sequence (P18054 whole entry, looked up): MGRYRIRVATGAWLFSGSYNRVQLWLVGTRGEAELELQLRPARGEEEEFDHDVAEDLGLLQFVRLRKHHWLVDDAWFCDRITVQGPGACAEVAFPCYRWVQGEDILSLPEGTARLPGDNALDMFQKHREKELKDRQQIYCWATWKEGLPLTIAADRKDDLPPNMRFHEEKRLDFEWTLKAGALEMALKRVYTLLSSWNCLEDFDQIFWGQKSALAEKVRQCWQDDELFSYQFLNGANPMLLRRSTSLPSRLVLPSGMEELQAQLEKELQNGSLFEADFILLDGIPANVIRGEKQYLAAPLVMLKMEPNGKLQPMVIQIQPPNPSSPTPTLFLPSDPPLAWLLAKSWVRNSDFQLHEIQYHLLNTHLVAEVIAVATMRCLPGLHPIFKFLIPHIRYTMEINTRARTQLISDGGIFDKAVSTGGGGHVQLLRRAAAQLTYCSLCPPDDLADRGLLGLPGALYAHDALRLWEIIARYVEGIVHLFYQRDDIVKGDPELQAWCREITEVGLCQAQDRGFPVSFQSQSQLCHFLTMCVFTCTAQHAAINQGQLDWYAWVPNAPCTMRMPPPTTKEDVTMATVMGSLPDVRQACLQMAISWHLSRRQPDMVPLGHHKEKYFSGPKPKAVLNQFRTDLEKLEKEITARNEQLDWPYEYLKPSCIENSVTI
#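 Hydroperoxide product was detected by ferrous iron/xylenol orange as the 573 to 405 nm absorbance ratio. Arachidonic acid at 40 uM (final) was turned over for 30 min at room temperature by 150 nM human 12hLO, pH 7.0 Hepes buffer, after 15 min compound preincubation.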
# The depositor's hits bear a star; ? = inconclusive; [ ] = dose if it differs, or a comment. % is set by controls: 0 for no effect and ±100 for the full control effect; potency is the fitted concentration of half-maximal effect. These rows are one share of the data. The share of hits here may be higher or lower than overall.
12-LOX inh	SMILES
-4%	CCN1c2cc(C(=O)Nc3ccc(Br)c(C)c3)ccc2C(=O)N2CCCC21 (stereo unspecified)
37%[activator]	Cc1ccc(-c2ccc3nnc(CNC(=O)c4ccc[nH]4)n3n2)cc1C
47%[activator]	COc1cccc(C(=O)N2CCC(Oc3ccc(C(=O)N4CCOCC4)cn3)CC2)c1
20%	O=C(Nc1cccc(-c2nnc3n2CCCC3)c1)c1ccc(F)c(F)c1
33%	CN(C)c1ccc(CN2CCC3(CC2)CC(=O)c2ccccc2O3)cc1
?	COc1ccc(CN2CC(COc3ccccc3)C3(C2)CN(c2ccccc2)C3)cc1O (stereo unspecified)
45%[activator]	O=C(NC1CCCN(c2cc(-c3ccc(Cl)cc3)[nH]n2)C1)c1ccccn1 (stereo unspecified)
22%	CCCNC(=O)NCCc1noc(-c2cccnc2)n1
48%[activator]	CC(C)CCNC(=O)c1ccc(N2CC3CC(C2)[C@H]2CCCC(=O)N2C3)nc1 (stereo partly specified)
48%[activator]	CN(C)C[C@@H]1CN(c2ncccn2)C[C@H]1NC(=O)COc1ccc(Cl)cc1
10%	CC(C)n1cnnc1CC1CCN(C(=O)CCCc2ccccc2)C1 (stereo unspecified)
52%[activator]	CCOCCn1c(=O)[nH]c2cc(C(=O)NCCc3ncccc3C)ccc21
17%	Cc1ccc(NC(=O)N2C[C@@H](F)C[C@H]2C(=O)N2CCc3ccccc3C2)cc1F
?	Cc1noc(C)c1S(=O)(=O)NCC1(COc2ccc(S(C)(=O)=O)cc2)C[C@@H](O)[C@@H](O)C1 (stereo partly specified)
40%[activator]	CC(Cc1cnccn1)NC(=O)c1ccc2nc(-c3ccc(F)cc3)cn2c1 (stereo unspecified)
-13%[176 µM]	CNC(=O)CCn1ncc2cc(OC3CCc4cccc(-c5cnn(C)c5)c43)ccc21 (stereo unspecified)
12%	CCCCN1CCN(C(=O)c2cn3ccnc(-c4ccccc4)c3n2)CC1
30%[activator]	Cc1ccc(-c2ccc3nnc(CNC(=O)c4cccc(N(C)C)c4)n3n2)cc1C
6%	CCCOC(=O)N1CCC(C(=O)Nc2cccc(-c3cccc(F)c3)c2)CC1
13%	CNC(=O)[C@H]1C[C@H](Oc2ccccc2)CN1C(=O)CCc1c[nH]c2ccccc12
21%	CCN1CCN(CCNC(=O)c2cc(-c3ccc(C)cc3)cn2C)CC1
31%	O=C1CCN(C(=O)C2CCN(S(=O)(=O)c3cccs3)CC2)CCCCCCN1
41%[activator]	Cc1ccc(CN2CCc3nc(N(C)C)[nH]c(=O)c3CC2)cc1C
16%	Cc1nnc(CNC(=O)C2CCC(=O)N(CCN3CCOCC3)C2)o1 (stereo unspecified)
-4%	Cc1noc(C)c1-c1cc2cc(CN(C)C)oc2c(N2CCN(Cc3ccccc3)CC2)n1

# Of the compounds above, these have a Cl atom:
12-LOX inh	SMILES
45%[activator]	O=C(NC1CCCN(c2cc(-c3ccc(Cl)cc3)[nH]n2)C1)c1ccccn1 (stereo unspecified)
48%[activator]	CN(C)C[C@@H]1CN(c2ncccn2)C[C@H]1NC(=O)COc1ccc(Cl)cc1

# The results go on.
12-LOX inh	SMILES
9%	CC1=NS(=O)(=O)N(C)C=C1C(=O)OCc1nc(-c2ccc(F)cc2)no1
7%[176 µM]	CC(=O)c1ccc(NC(=O)O[C@@H]2CO[C@H]3[C@@H]2OC[C@@H]3NC(=O)C2CC2)cc1
10%	CCc1nncn1C1CCN(C(=O)c2ccc(OC)cc2)CC1
40%[176 µM]	CC(=O)N1CCOC[C@H](Oc2ccc(S(C)(=O)=O)cc2)C1
13%	COc1ccc(NC(=O)c2ccc3c(c2)N(C)C2CCCCN2C3=O)cc1F (stereo unspecified)
?	CN(C)C(=O)c1ccnc(-c2nnc3ccc(NCCc4ccccc4)nn23)c1
0%	COc1ccc(C[C@H](NC(=O)C2=C[C@@H](NC(=O)c3cccc(F)c3)[C@@H](O)[C@H](O)C2)C(N)=O)cc1
76%[activator]	CCCCNC(=O)CN1C(=O)NC2(CCC(C)CC2)C1=O (stereo unspecified)
7%	COC(=O)[C@]12C[C@H](CC(=O)NCCCN3CCCC3=O)C(=O)N(CCC3=CCCCC3)C1=C[C@H](C(C)(C)C)O[C@@H]2C
27%	CC(C(=O)N1CCOCCNC(=O)CC1)c1ccccc1 (stereo unspecified)
31%	COC(=O)C1CCN(C(=O)CC[C@H]2CNC(=O)[C@@H]3[C@@H](CCN3Cc3ccc(OC)cc3)N2C)CC1
-6%	CCO[C@H]1CN(C(=O)c2nc3ccccc3[nH]c2=O)C[C@@H]1O
35%	FC(F)(F)c1ccnc(N2CCC(OCc3cccnc3)CC2)n1
4%	COc1ccc(-c2noc(-c3nc(-c4cccnc4)no3)n2)cc1
0%[0.0961 µM]	OCc1ccccc1O[C@@H]1O[C@H](CO)[C@H](O)[C@H](O)[C@H]1O
60%[activator]	CNC(=O)N1c2ccccc2CC1c1nc(C(C)C)no1 (stereo unspecified)
126%[activator][176 µM]	O=C(NCC1(COc2cccnc2)C[C@@H](O)[C@@H](O)C1)c1ccc(F)cc1 (stereo partly specified)
37%[activator]	Cc1cnc(C2CCC2)n1C1CCN(C(=O)C2(c3ccccc3)CC2)CC1
32%[activator]	C=CCOc1cccc(C(=O)N2CC[C@@](O)(C3CCOCC3)[C@H](C)C2)c1
37%[activator]	CC(C)c1ccc(C(=O)N2CCC(N3C(=O)CCC3C(=O)NCc3ccccc3)CC2)cc1 (stereo unspecified)
?	O[C@@H]1CC(CNCc2ccc(F)cc2)(COc2ccc(C(F)(F)F)cn2)C[C@@H]1O (stereo partly specified)
54%[activator]	O=C(c1cnccn1)N1CCCCCC1c1nnc(-c2ccccc2)o1 (stereo unspecified)
?	COc1ccc(Cl)cc1NC(=O)CC1CCCN(c2cnn(C)c(=O)c2)C1 (stereo unspecified)
?	Cc1ccccc1CN1CCc2nc(C(=O)NCCOc3ccccc3)oc2CC1
-5%	Cc1ccc(C)c(CN2CCn3c(nn(Cc4ccccc4C)c3=O)C2=O)c1
51%[activator]	Cc1nccn1CC(=O)N1C[C@@H](COCC2CC2)[C@H](c2ccncc2)C1
1%	CN(C)c1ccc(C(=O)N2CCC3(CC2)NC(=O)N(Cc2ccccc2)C3=O)cc1
?	O=Cc1ccc(O)c(O)c1O
?	CC(CCN1CCC(C(O)(c2ccccc2)c2ccccc2)CC1)Oc1ccc(C#N)cc1F (stereo unspecified)
17%	O=C(c1cn(Cc2ccc(Cl)cc2)nn1)N1CCCC(OCc2cccnc2)C1 (stereo unspecified)
5%	Cc1ccc(CN2C(=O)NC3(CCCN(C(=O)c4ccccc4F)C3)C2=O)cc1 (stereo unspecified)
43%	C=CCN1CCN(Cc2cccc(OCC(O)CN(C)C3CCCCC3)c2)CC1 (stereo unspecified)
42%	CCC(CC)NC(=O)CCC1CCN(C(=O)c2ccccc2Cl)CC1
11%	Cn1c(=O)cc(C(=O)NC2CCCc3c2[nH]c2c(Cl)cccc32)c2ccccc21 (stereo unspecified)
?	CCCn1cc2c3c(cccc31)CN(C(=O)COc1ccc(F)cc1)CC2
-2%	CCN1c2cc(C(=O)Nc3cccc(Cl)c3)ccc2C(=O)N2CCCCC21 (stereo unspecified)
?	CCCOc1cc(C)c2c(c1C)C[C@H](C(C)C(=O)N1CCOCC1)CC2 (stereo partly specified)
23%	Cn1nnnc1C1CCCN(C(=O)c2cccc(F)c2)C1 (stereo unspecified)
?	FC(F)(F)c1ccc(CN2CCC3(CC(c4cccc(C(F)(F)F)c4)=NO3)C2)cc1 (stereo unspecified)
61%[activator]	Cc1nc(NCCc2nccc(-c3ccccc3)n2)cc(C2CC(O)C2)n1 (stereo unspecified)
29%	COCCN1CC2(CCCN(c3cc(C)c4ccccc4n3)C2)CCC1=O (stereo unspecified)
24%	CN1C(=O)CS(=O)(=O)C12CCN(C(=O)COc1ccc(Cl)cc1)CC2
13%[176 µM]	O=c1[nH]ccn1C1CCN(Cc2ccc(C(F)(F)F)cc2)CC1
12%	CCC[C@H]1CN(C(=O)CCc2ccccc2C)C[C@@H]1N
14%	CCc1c(-c2nc(C3CCOC3)no2)[nH]c2ccccc12 (stereo unspecified)
?	O=C(O)CCC(=O)N1CCOC2(CCN(C(=O)c3ccccc3)CC2)C1
12%	CCC1(C(=O)Nc2ccc(C)c(F)c2)CCCCC(=O)N1 (stereo unspecified)
165%[activator]	CC(C)S(=O)(=O)N1CCC2(CC1)CC1C(=O)NCCN1C2 (stereo unspecified)
41%[activator][176 µM]	Cc1nnc(-c2cc(-c3cccc(F)c3)ccn2)n1CCc1ccccc1
-14%[57.4 µM]	OCCC#Cc1nc(-c2ccc(F)cc2)c(-c2ccncc2)n1CCCc1ccccc1

# More entries:
12-LOX inh	SMILES
-5%	O=C(c1cc2cc(F)ccc2[nH]1)N1CCCC(CO)(Cc2cccc(Cl)c2)C1 (stereo unspecified)
0%	Cc1nnnn1CCCN1CCC2(CC1)CNC(C(=O)O)C2 (stereo unspecified)
-25%[176 µM]	CC(=O)N1CCCN(CC[C@H]2CN(C(=O)CC(C)(C)C)CC[C@H]2CC(=O)O)CC1
13%	CC(C)CNC(=O)N1CCC(Oc2ncccc2C(=O)N2CCOCC2)C1 (stereo unspecified)
6%[176 µM]	O=C1Nc2ccccc2CC12CCN2Cc1cncs1 (stereo unspecified)
83%[activator]	COc1ccc(CNC(=O)C2CN(c3ccc(Cl)cc3)C(=O)N2)cc1 (stereo unspecified)
5%[176 µM]	C[C@H](O)c1onc(-c2ccc(F)cc2)c1C(=O)NC1CCCC1
44%	c1ccc(-c2nc(CC3CCCNC3)no2)cc1 (stereo unspecified)
19%	CC(=O)N1CCCCCC1c1nc(C2CC2)no1 (stereo unspecified)
-13%	COc1ccc(-c2nc3cnccn3c2NCCC(=O)N2CCCCCC2)cc1
-3%	O=C(Cc1ccccc1)N1CCCCC1c1nc(CCOCC2CCOCC2)no1 (stereo unspecified)
3%[176 µM]	c1ccc(Oc2ccc(Nc3cnc4ccc(N5CCOCC5)nn34)cc2)cc1
28%	COc1ccccc1CNC(=O)CC1=C2CCCCC2N(C)C1=O (stereo unspecified)
26%	CN(C)C[C@@H]1CN(c2ncccn2)C[C@H]1NC(=O)c1cccc2[nH]ccc12
290%[activator]	CCOc1ccccc1CN1CCCCCCNC(=O)[C@@H]2CCC[C@@H]21
7%[6.33 µM]	CN1CC(=O)N(C2CCCCC2)Cc2c1ncnc2N1CCOCC1
-27%[176 µM]	Cc1nn2c(c1-c1ccccc1OCc1ccccc1)N(C(=O)C1CCOCC1)CCC2
62%[activator]	COCCn1c(C)cc(C(=O)N2CCCCCCNC(=O)CC2)c1C
5%	CCOc1ccccc1C(=O)N1[C@@H]2CC[C@H]1CC(NC(=O)c1ccc(F)cc1)C2 (stereo partly specified)
57%[activator]	CN(C)S(=O)(=O)N1CCC(N2C(=O)C3(CCCCC3)C2c2ccncc2)CC1 (stereo unspecified)
1%[176 µM]	CS(C)=O
43%[activator]	O=C1CCN(C(=O)c2ccoc2)CCCC(c2nc(-c3cccnc3)no2)CCN1 (stereo unspecified)
4%	CC(C)[C@@H]1CN(C(=O)c2ccc(F)cc2F)C[C@H]1NS(=O)(=O)N(C)C
35%	Cc1cc(C(=O)N2C[C@@H](CO)[C@H](c3ccccn3)C2)no1
35%[activator]	O=C(N1CCOCC1)N1CCCCC1c1nnc2n1CCNC2 (stereo unspecified)

# Part of the list above in order of length of the SMILES, ascending:
12-LOX inh	SMILES
1%[176 µM]	CS(C)=O
7%[6.33 µM]	CN1CC(=O)N(C2CCCCC2)Cc2c1ncnc2N1CCOCC1
62%[activator]	COCCn1c(C)cc(C(=O)N2CCCCCCNC(=O)CC2)c1C
-13%	COc1ccc(-c2nc3cnccn3c2NCCC(=O)N2CCCCCC2)cc1
43%[activator]	O=C1CCN(C(=O)c2ccoc2)CCCC(c2nc(-c3cccnc3)no2)CCN1 (stereo unspecified)
57%[activator]	CN(C)S(=O)(=O)N1CCC(N2C(=O)C3(CCCCC3)C2c2ccncc2)CC1 (stereo unspecified)

# Further compounds:
12-LOX inh	SMILES
-1%	Cc1ccc(CCCN2CCCC(COc3ccccc3C(=O)N3CCCCC3)C2)o1 (stereo unspecified)
35%	CCNC(=O)N1CCCC(Cc2nc(C3CCOCC3)no2)C1 (stereo unspecified)
4%	CCN1CCN(CC(O)COc2cccc(CNCCc3cccc(C)n3)c2)CC1 (stereo unspecified)
1%[6.33 µM]	O=C(c1ccccc1F)N1CCC2(C1)C(=O)N(c1ccccc1)c1ccccc12 (stereo unspecified)
-1%	COCCOCc1nc(C2CCN(C(=O)c3cc(C)n(C)n3)C2)no1 (stereo unspecified)
10%	Cc1c(CNC(=O)c2ccccc2C2CCNC2)oc2ccccc12 (stereo unspecified)
34%[activator]	COc1cccc(CC(=O)NCC(=O)N2CCCCCNC(=O)CC2c2ccccc2)c1 (stereo unspecified)
8%[6.33 µM]	O=C1NC(=NC2CCCC2)C2(CCN([S+](=O)([O-])c3cccc(C(F)(F)F)c3)C2)N1c1cc(F)cc(F)c1 (stereo unspecified)

# Structural class, the compounds so far containing a tert-butyl group
12-LOX inh	SMILES
7%	COC(=O)[C@]12C[C@H](CC(=O)NCCCN3CCCC3=O)C(=O)N(CCC3=CCCCC3)C1=C[C@H](C(C)(C)C)O[C@@H]2C
-25%[176 µM]	CC(=O)N1CCCN(CC[C@H]2CN(C(=O)CC(C)(C)C)CC[C@H]2CC(=O)O)CC1
